Assay outcomes as filed in PubChem BioAssay.
IMPase inh – membrane-permeable compound that blocks inositol monophosphatase; P97697; CHO-M1 cells, IP1 accumulation, HTRF TR-FRET ratio; inhibition (IP1 accumulation), % at 46.1 µM; 120,000 tested, under 10 active; AID 901; active means well fitted curve in the direction sought with a large enough effect in the signal ratio, not every such curve was filed as active; inconclusive means small, poorly fitted or top-dose-only effect, or a change in a side signal; inactive means no such curve, though single readings can be large or run the other way; the % refers to the signal ratio;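 further: cells stimulated with carbachol in lithium chloride buffer; plate controls were DMSO basal wells for no effect and reference inhibitor wells for full effect; higher means more IMPase inhibition seen as more IP1 and lower FRET ratio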
Target sequence (P97697 whole entry, looked up): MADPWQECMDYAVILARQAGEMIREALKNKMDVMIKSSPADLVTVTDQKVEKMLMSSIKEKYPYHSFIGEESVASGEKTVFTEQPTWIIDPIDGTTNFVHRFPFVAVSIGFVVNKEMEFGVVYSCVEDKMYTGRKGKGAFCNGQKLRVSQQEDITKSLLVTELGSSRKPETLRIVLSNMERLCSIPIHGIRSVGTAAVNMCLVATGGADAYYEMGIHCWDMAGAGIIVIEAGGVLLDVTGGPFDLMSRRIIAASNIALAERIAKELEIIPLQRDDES
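Cellular IMPase inhibition is scored as a rise in cytosolic IP1, detected by competitive TR-FRET between d2-labelled IP1 and a europium anti-IP1 antibody. M1-expressing CHO cells were stimulated with carbachol for 30 min at 37C, with lithium (50 mM LiCl) present in the buffer.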
PNC assembly inh – perinucleolar compartment assembly inhibition; PC3M PTB-GFP, PNC prevalence imaging, 16 h; active compounds read low; activity change (PNC), negative = inhibition, % at 10 µM; 3.1% of 140,000 active;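 active means readout at or below -70, meaning at least 70% loss of cells showing the perinucleolar compartment, a nuclear body marking cancer cells; inconclusive means readout between -30 and a set limit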;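 further: plate controls were DMSO wells for no effect and camptothecin positive control wells for full effect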
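PC3M cells stably expressing PTB-GFP, 750–1000 cells/well, treated 16 h at 37 °C with compound (23 nl of library stock), in duplicate. After paraformaldehyde fixation and Hoechst stain, imaged at 20x; PNC prevalence scored by image analysis.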
ALOX12 inhib – 12-hLO (ALOX12) enzyme inhibition | Potency, µM (titrated, usually from 57.1 µM), for inactives: top-dose activity change, negative = inhibition, actives largely listed as inhibitors | 0.12% of 150,000 active | purified 12-hLO, xylenol orange hydroperoxide absorbance | P18054; further: potency means the concentration at half of the fitted maximal effect; nearly all actives have a fitted effect of over 55% in size; many of its hits are not listed in these tables
Target sequence (P18054 whole entry, looked up): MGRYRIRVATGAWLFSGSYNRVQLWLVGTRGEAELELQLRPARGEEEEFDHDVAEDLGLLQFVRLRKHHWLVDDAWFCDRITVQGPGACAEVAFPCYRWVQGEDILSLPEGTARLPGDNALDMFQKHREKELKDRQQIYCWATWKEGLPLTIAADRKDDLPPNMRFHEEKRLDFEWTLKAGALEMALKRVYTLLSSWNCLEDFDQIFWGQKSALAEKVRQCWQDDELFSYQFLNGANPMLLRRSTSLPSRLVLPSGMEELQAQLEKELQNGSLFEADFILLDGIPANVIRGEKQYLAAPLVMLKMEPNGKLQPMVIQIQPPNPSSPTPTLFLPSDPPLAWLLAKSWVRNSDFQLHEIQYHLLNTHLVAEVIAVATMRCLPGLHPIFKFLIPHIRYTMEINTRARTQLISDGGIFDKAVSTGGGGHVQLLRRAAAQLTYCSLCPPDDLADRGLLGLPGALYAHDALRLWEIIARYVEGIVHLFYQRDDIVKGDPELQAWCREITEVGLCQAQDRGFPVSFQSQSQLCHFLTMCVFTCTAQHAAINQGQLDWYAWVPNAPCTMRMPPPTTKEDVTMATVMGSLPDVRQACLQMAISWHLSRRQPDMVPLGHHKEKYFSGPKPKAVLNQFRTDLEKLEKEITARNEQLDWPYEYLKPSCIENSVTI
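Hydroperoxide formation by human 12-lipoxygenase from 40 uM arachidonic acid was followed colorimetrically via ferric-xylenol orange complex, using the 573/405 nm absorbance ratio. Enzyme concentration was 150 nM, with 30 min reaction at room temperature.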
ALOX15B inhib – blocks human 15-lipoxygenase 2 activity. O15296. purified 15hLO-2, xylenol orange hydroperoxide absorbance. Potency, µM (highest dose often 57.1 µM), for inactives: at the top dose activity change, negative = inhibition, actives largely listed as inhibitors. 0.56% of 110,000 active; further: potency means the concentration at half of the fitted maximal effect; nearly all actives have a fitted effect of over 60% in size; many of its hits are not listed in these tables
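Enzyme 50 nM, AA 45 uM, 25 mM Hepes pH 7.5 + 0.01% Triton X-100; cpd preinc 15 min RT, rxn 90 min RT; stop/detect with 200 uM XO + 300 uM Fe(II) in 50 mM H2SO4, 30 min; A573/A405.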
The depositor's hits bear a star; [ ] = another dose, or the depositor's remark. Unless noted, the call rests on the fitted dose curve; in most records, active means well fitted curve in the direction sought with a large enough effect; inconclusive means small, poorly fitted or top-dose-only effect, or another doubt; inactive means no such curve, though single readings can be large; an effect the other way counts as inactive or inconclusive. Unless noted, on the % scale 0 is the no-effect control and ±100 the full control effect.

For COc1ccc(C(=O)/C=C/Nc2ccc([N+](=O)[O-])cc2C)cc1OC the results were IMPase inh 3[1.84 µM], PNC assembly inh 33, ALOX12 inhib 2% and ALOX15B inhib -29%[11.4 µM].
For CCOc1ccccc1-n1c(SCC(N)=O)nnc1-c1cccnc1 the results were IMPase inh -5, PNC assembly inh -23, ALOX12 inhib -2% and ALOX15B inhib 2%.
For CCOC(=O)N1CCN(C(c2ccc(C(C)C)cc2)c2sc3nc(C)nn3c2O)CC1 (stereo not given) the results were IMPase inh -1, PNC assembly inh 18, ALOX12 inhib 4% and ALOX15B inhib -3%.
For O=C(O)c1ccc(NC(=O)C2CCCCC2)cc1 the results were IMPase inh 7, PNC assembly inh -16, ALOX12 inhib -3% and ALOX15B inhib -3%.
CCOC(=O)N1CCC(n2c(SCC(=O)OCc3ccccc3)nc3ccsc3c2=O)CC1 was read as IMPase inh inconclusive, PNC assembly inh 32, ALOX12 inhib -7% and ALOX15B inhib -11%.
`O=C(C1CC(c2ccc(F)cc2)=NO1)N1CCc2ccccc2C1` (stereo not given) gave IMPase inh 1, PNC assembly inh 28, ALOX12 inhib -7% and ALOX15B inhib 8%.
`Cc1nc2ccc(S(=O)(=O)NCC(=O)NCCN3CCCCC3C)cc2s1` (stereo not given) gave IMPase inh -8, PNC assembly inh inconclusive, ALOX12 inhib 5% and ALOX15B inhib 4%.
CC(C)n1ncc(C(N)=O)c1N was read as IMPase inh -4, PNC assembly inh 2, ALOX12 inhib -3% and ALOX15B inhib -15%.
`CC(Sc1ncnc2ccccc12)C(=O)Nc1ccc2c(c1)OCO2` (stereo not given) gave IMPase inh -7, PNC assembly inh inconclusive, ALOX12 inhib -15% and ALOX15B inhib -5%.
For COCC(=O)NC1CCN(C(=O)Nc2ccc(Br)cc2)CC1 the results were IMPase inh -10, PNC assembly inh -1, ALOX12 inhib 3% and ALOX15B inhib 9%.
Screening CCc1nnc(NC(=O)CSc2nnc(-c3ccco3)n2C)s1 returned IMPase inh 6, PNC assembly inh 14, ALOX12 inhib -1% and ALOX15B inhib 7%.
Screening Cc1cnn(CCC(=O)NNC(=S)Nc2ccc(F)cc2)c1 returned IMPase inh 4, PNC assembly inh inconclusive, ALOX12 inhib 2% and ALOX15B inhib 4%.
CC1CCN(c2nc(-c3ccco3)c3c(c2C#N)CC(C)(C)OC3)CC1 was read as IMPase inh 13, PNC assembly inh -18, ALOX12 inhib -13% and ALOX15B inhib inconclusive.
For COc1ccccc1NC(=S)N(CCCN1CCOCC1)Cc1ccccn1 the results were PNC assembly inh 23 and ALOX12 inhib -2%.
`N#Cc1cccc(NC(=O)CCn2ccnc2)c1` gave IMPase inh -15, PNC assembly inh 28, ALOX12 inhib 2% and ALOX15B inhib 13%.
CCNC(=S)NS(=O)(=O)c1ccc(C)cc1 was read as IMPase inh -7, PNC assembly inh -85* and ALOX12 inhib 1%.
For CC1CCOC(c2coc3ccccc3c2=O)O1 (stereo not given) the results were PNC assembly inh 14 and ALOX12 inhib 2%.
CCC(C(=O)O)N1C(=O)/C(=C/c2cccn2C)SC1=S (stereo not given) was read as PNC assembly inh 7 and ALOX12 inhib -15%.
For O=C(/C=C/c1ccccc1[N+](=O)[O-])Nc1cccnc1 the results were IMPase inh -15, PNC assembly inh inconclusive and ALOX12 inhib 0%.
`CC(C)(C)n1ncc2c(=O)n(CC(=O)c3ccccc3)cnc21` gave IMPase inh -18, PNC assembly inh -19 and ALOX12 inhib -2%.
For O=C1Nc2ccccc2OC1CC(=O)N1CCN(c2cccc(C(F)(F)F)c2)CC1 (stereo not given) the results were IMPase inh 4, PNC assembly inh 3, ALOX12 inhib -8% and ALOX15B inhib -14%.
For COc1cccc2c1OC1(C)CC2/C(=C(\C)O)C(=O)N1 (stereo not given) the results were IMPase inh -2, PNC assembly inh -27, ALOX12 inhib -1% and ALOX15B inhib -1%.
Screening Cc1ccc(NC(=O)NC2CCCN2S(=O)(=O)c2ccc(Cl)cc2)cc1 (stereo not given) returned IMPase inh -2, PNC assembly inh 31, ALOX12 inhib -20% and ALOX15B inhib 1%.
For COc1ccc(CCN2C(=O)c3[nH]nc(-c4ccccc4O)c3C2c2cccc(Cl)c2)cc1 (stereo not given) the results were IMPase inh -7, PNC assembly inh inconclusive, ALOX12 inhib -20% and ALOX15B inhib -12%.
Screening CCC(CC)C(=O)N=C1SC2CS(=O)(=O)CC2N1CCc1ccc(OC)cc1 (stereo not given) returned IMPase inh 1, PNC assembly inh 41, ALOX12 inhib -11% and ALOX15B inhib 0%.
For O=S(=O)(c1ccc(F)cc1)N1CCN(c2ncnc3c2cnn3-c2ccccc2)CC1 the results were IMPase inh inconclusive, PNC assembly inh inconclusive, ALOX12 inhib -1% and ALOX15B inhib 7%.
`Cc1noc(C)c1COc1ccc(C(=O)OCC(=O)NC23CC4CC(CC(C4)C2)C3)cc1` gave IMPase inh 9, PNC assembly inh inconclusive, ALOX12 inhib -1% and ALOX15B inhib 2%.
CC(=O)N(CCC(Cc1ccccc1)c1ccc2c(c1)OCO2)Cc1ccccc1F (stereo not given) was read as IMPase inh inconclusive, PNC assembly inh 24, ALOX12 inhib -19% and ALOX15B inhib 3%.
Screening CCOC(=O)C1(C(F)(F)F)N=C(c2cccnc2)OC(N2CCOCC2)=N1 (stereo not given) returned IMPase inh 10, PNC assembly inh 18, ALOX12 inhib 1% and ALOX15B inhib 1%.
Screening CCOc1ccc(C2=C(C=C(C#N)C#N)C(c3ccccc3)c3ccccc3O2)cc1 (stereo not given) returned PNC assembly inh 60 and ALOX12 inhib -2%.
COCCCN(C(=O)Nc1cccc(Cl)c1)C(C)c1ccccn1 (stereo not given) was read as IMPase inh 5, PNC assembly inh inconclusive and ALOX12 inhib 6%.
Screening CC/C(=C(\c1ccccc1)c1ccc(OCCN(C)C)cc1)c1ccccc1 returned IMPase inh -2 and ALOX12 inhib 43%[activator].
Screening O=C(/C=C/c1ccc(Cl)cc1Cl)NCc1ccco1 returned IMPase inh 0, PNC assembly inh 16, ALOX12 inhib 2% and ALOX15B inhib 7%.
`COc1ccc(C)cc1NC(=O)CSc1nnc(COc2ccc(C)cc2)n1Cc1ccco1` gave IMPase inh -13, PNC assembly inh inconclusive, ALOX12 inhib -20% and ALOX15B inhib 19%.
For O=C(c1ccc(CN2CCOCC2)cc1)N1CCN(c2cccc(Cl)c2)CC1 the results were IMPase inh 15, PNC assembly inh 32, ALOX12 inhib -4% and ALOX15B inhib 8%.
Cc1cccc2cc(CN(Cc3cccs3)C(=S)NCc3ccco3)c(=O)[nH]c12 was read as IMPase inh 2, PNC assembly inh 9 and ALOX12 inhib -16%.
Screening O=C(COC(=O)c1cc([N+](=O)[O-])ccc1NCc1ccccc1)NC1CCCCC1 returned IMPase inh 1, PNC assembly inh 51 and ALOX12 inhib -4%.
COCCNC(=O)c1ccc2c(c1)nc(C)n2-c1cc(OC)c(OC)c(OC)c1 was read as IMPase inh 4, PNC assembly inh 62, ALOX12 inhib 1% and ALOX15B inhib inconclusive.
COc1ccccc1NC(=O)CN(c1ccc(C23CC4CC(CC(C4)C2)C3)cc1)S(C)(=O)=O was read as IMPase inh 7, PNC assembly inh 9, ALOX12 inhib -8% and ALOX15B inhib -12%.
CCOC(=O)C1=NN(c2ccc([N+](=O)[O-])cc2)CC1C(=O)OC (stereo not given) was read as IMPase inh 3, PNC assembly inh -17 and ALOX12 inhib -19%.

Retrieved by structure from the list above (5):
COc1ccccc1NC(=O)CN(c1ccc(C23CC4CC(CC(C4)C2)C3)cc1)S(C)(=O)=O was read as IMPase inh 7, PNC assembly inh 9, ALOX12 inhib -8% and ALOX15B inhib -12%.
Screening O=C(COC(=O)c1cc([N+](=O)[O-])ccc1NCc1ccccc1)NC1CCCCC1 returned IMPase inh 1, PNC assembly inh 51 and ALOX12 inhib -4%.
Screening CC/C(=C(\c1ccccc1)c1ccc(OCCN(C)C)cc1)c1ccccc1 returned IMPase inh -2 and ALOX12 inhib 43%[activator].
Screening O=C(/C=C/c1ccc(Cl)cc1Cl)NCc1ccco1 returned IMPase inh 0, PNC assembly inh 16, ALOX12 inhib 2% and ALOX15B inhib 7%.
`COc1ccc(C)cc1NC(=O)CSc1nnc(COc2ccc(C)cc2)n1Cc1ccco1` gave IMPase inh -13, PNC assembly inh inconclusive, ALOX12 inhib -20% and ALOX15B inhib 19%.

Further entries follow.
Cc1ccc(C(=O)CSc2cnc3ccccc3n2)cc1C was read as PNC assembly inh -5 and ALOX12 inhib -5%.
CC(C)(C)OC(=O)N/N=C/c1c[nH]c2ccccc12 was read as PNC assembly inh -109* and ALOX12 inhib -1%.
Screening COc1cccc(NC(=O)CN2C(=O)C3(OCCCO3)c3ccccc32)c1 returned IMPase inh -15, PNC assembly inh -3, ALOX12 inhib -3% and ALOX15B inhib -4%.
`O=C(O)/C=C/C(=O)NNC(=O)c1ccccc1Br` gave IMPase inh 1, PNC assembly inh 34, ALOX12 inhib -5% and ALOX15B inhib -25%.
For C=CCn1c(=O)/c(=C\c2ccsc2)s/c1=C(/C#N)C(=O)NCCN1CCOCC1 the results were IMPase inh -8, PNC assembly inh 12, ALOX12 inhib 0% and ALOX15B inhib -14%.
For COc1cc(NC(=O)C(F)(F)F)cc(OC)c1 the results were IMPase inh -4, PNC assembly inh -3, ALOX12 inhib -4% and ALOX15B inhib 0%.
`Cc1ccc(SCCC(=O)Nc2ccc(OCc3ccccc3)cc2)cc1` gave PNC assembly inh -20 and ALOX12 inhib -1%.
O=C(NCc1ccncc1)Nc1ccccc1 was read as IMPase inh -7, PNC assembly inh 27, ALOX12 inhib 6% and ALOX15B inhib 8%.
Cc1ccccc1OCC(O)Cn1c(Br)nc2c1c(=O)n(C)c(=O)n2C (stereo not given) was read as PNC assembly inh 42 and ALOX12 inhib 0%.
`Cc1cc(=O)n(CCC(=O)O)c2ccccc12` gave IMPase inh 2, PNC assembly inh 26, ALOX12 inhib -2% and ALOX15B inhib -2%.
For Clc1ccccc1N/N=C/c1ccc2c(c1)OCO2 the results were PNC assembly inh 16 and ALOX12 inhib -20%.
Screening COc1cc(OC)c(-n2cc(-c3ccc(Cl)cc3)[nH]c2=O)cc1Cl returned IMPase inh -6, PNC assembly inh 10 and ALOX12 inhib 1%.
O=C(Nc1ccc(-c2nnc(-c3ccccc3)o2)cc1)C1CCCO1 (stereo not given) was read as IMPase inh inconclusive, PNC assembly inh -22, ALOX12 inhib -2% and ALOX15B inhib -4%.
CCS(=O)(=O)NCc1csc(C)n1 was read as IMPase inh 5, PNC assembly inh 6, ALOX12 inhib -1% and ALOX15B inhib 4%.
`COC(=O)CSc1nnnn1-c1cccc2ccccc12` gave IMPase inh 1, PNC assembly inh -10, ALOX12 inhib 0% and ALOX15B inhib 5%.
Screening N#Cc1c(NC(=O)CCN2C(=O)c3ccccc3C2=O)oc(-c2ccccc2)c1-c1ccccc1 returned IMPase inh 1, PNC assembly inh -1, ALOX12 inhib -5% and ALOX15B inhib -20%.
For C[N+]1(CCN2C(=O)C3CC=C(Cl)CC3C2=O)CCOCC1 (stereo not given) the results were IMPase inh 10, PNC assembly inh inconclusive, ALOX12 inhib -7% and ALOX15B inhib 9%.
Screening CCn1c2ccccc2c2cc(NC(=O)CSc3nnnn3-c3ccccc3)ccc21 returned IMPase inh 13, PNC assembly inh 6, ALOX12 inhib -8% and ALOX15B inhib -3%.
Screening CCOCCn1c(C(C)C)nc2ccccc21 returned IMPase inh 1, PNC assembly inh inconclusive, ALOX12 inhib 10% and ALOX15B inhib -6%.
For COc1ccc(C2N(c3ccc(Cl)cc3)C(=O)C3CCCN32)cc1 (stereo not given) the results were IMPase inh 5, PNC assembly inh 5, ALOX12 inhib 6% and ALOX15B inhib -1%.
Screening CN(C)c1ccnc2sc(C(=O)NCc3ccccc3)c(N)c12 returned IMPase inh 2, PNC assembly inh -29, ALOX12 inhib -6% and ALOX15B inhib 5%.

An excerpt (hit frequency here may not be typical).
